# Screening results: PubChem, The Scripps Research Institute Molecular Screening Center
# GPR151 activ: activators of human GPR151. Q8TDV0. PathHunter beta-arrestin GPR151 cells, luminescence. activation, % at 11.2 µM. 1% of 650,000 active. AID 1508602; in the data active = activation above about 4.9%;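 also: 0% = median of compound wells and 100% = cells with positive control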
# An asterisk follows results filed as active. Not all compounds are listed; rates above refer to the full screens.
SMILES,GPR151 activ
CNC(=O)c1nn(C)c2c1C(C)(C)Cc1cnc(Nc3ccc(N4CCN(C)CC4)cc3)nc1-2,-0.7
